# Compound activity: PubChem BioAssay, Small Molecule Screening Facility, UW Madison
# SSB-PriA inh: K. pneumoniae PriA-SSBct interaction inhibition | 430,000 tested, 0.6% active | AlphaScreen SSBct-PriA binding, biotinylated peptide | AID 1272365 | inhibition, % at 33 µM; in the data active = inhibition mostly above about 37%, no sharp cut-off; inactive = mostly below about 20%;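 also: plate controls were negative control peptide for no effect and reference peptide for full effect; strong numbers were not always called active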
# Numbers without * were called inactive; & = joins results of further samples. Some of the compounds tested. The share of hits here may be higher or lower than overall.
# The first 2 records (preview)
molecule,SSB-PriA inh
COc1ccc(C(=O)NN=Cc2sc(N3CCOCC3)nc2-c2ccccc2)cc1OC,9
CCOC(=O)N1CCN(C(c2cccs2)c2c(C)[nH]c3ccccc23)CC1 (stereo not drawn),22

# Main list, repeating the preview:
molecule,SSB-PriA inh
COc1ccc(C(=O)NN=Cc2sc(N3CCOCC3)nc2-c2ccccc2)cc1OC,9
CCOC(=O)N1CCN(C(c2cccs2)c2c(C)[nH]c3ccccc23)CC1 (stereo not drawn),22
Cc1cccc2sc(NC(=O)c3cc(N4CCCC4)ncn3)nc12,-9
COc1ccc(-c2ccc(C(=O)Nc3ccccc3C)o2)c([N+](=O)[O-])c1,5
O=C(Nc1ccccc1-c1ccc(=O)[nH]n1)c1ccc2c(c1)OCO2,-17
CCN(CC)S(=O)(=O)c1cccc(-c2n[nH]c(=S)n2N=Cc2ccc(OC)cc2)c1,6
O=C(Nc1c2c(nn1-c1nc3ccccc3s1)CCC2)c1cccs1,-9
COCC(=O)N1CCCc2ccc(NS(=O)(=O)c3cc(Cl)ccc3OC)cc21,-1
Cc1cc(C=NNC(=O)CC2(C)OCCO2)c(C)n1-c1cc(Cl)cc(Cl)c1,20
COc1ccc(-c2noc(-c3ccc(=O)n(Cc4c(C)noc4C)c3)n2)cc1F,-15
O=Cc1ccc(C(=O)N2CCCC2)cc1,23
Cc1cc(C)n(CCNC(=O)CC(C)C)n1,-13
CCN(CC)c1ccc(C(=O)NN=C(C)c2cccc(OC)c2)cc1,2
O[C@@H](CNCc1ccco1)Cn1c2ccc(Cl)cc2c2cc(Cl)ccc21,-16
COc1ccc(NC(=O)C(=O)NCC2CCN(c3ccncc3)CC2)cc1,-4
Cc1cc(NC(=O)C(=O)NCCc2ccc(S(N)(=O)=O)cc2)c2ccccc2n1,5
O=C(C1CC(=O)N(c2cccc(Br)c2)C1)N1CCN(CCn2ccnc2)CC1 (stereo not drawn),-11
Cc1ccc(N2CC(C(=O)Nc3nc4nc(C)cc(C)c4s3)CC2=O)cc1 (stereo not drawn),-3
COc1ccc(CCNC(=O)CCCn2nc(-c3cccs3)ccc2=O)cc1,7
COc1ccccc1CNC(=O)C(=O)NCC1OCCCN1S(=O)(=O)c1cc(C)ccc1C (stereo not drawn),-14
Cc1ccc(-c2cc(C(=O)NN=C/C=C/c3ccccc3)n[nH]2)o1,-1
Cc1cc(NC(=O)C2CCCN(S(=O)(=O)c3ccc(Cl)s3)C2)on1 (stereo not drawn),-4
Cc1cc(C(=O)Nc2sc3c(c2C(N)=O)CCC(C)C3)on1 (stereo not drawn),-2
Cc1nc(N2CCN(C(=O)c3ccccc3C(F)(F)F)CC2)cc(-n2ccnc2)n1,-10
O=C(NCCS(=O)(=O)N1CCN(c2ccccn2)CC1)c1ccc2ccccc2c1,-3
O=C(NCCN1CCOCC1)c1ccc(=O)n(Cc2ccc(F)cc2)n1,11
CC(=O)OC(COc1ccc(N(C)C(C)=O)cc1)Cn1c2ccccc2c2ccccc21 (stereo not drawn),7
CCOC(=O)c1sc(NC(=O)/C=C/c2ccc([N+](=O)[O-])s2)nc1C,-2
CNc1nn(CC(=O)NCc2ccccc2Cl)c(N)c1-c1nc(-c2ccccc2C)no1,2
COc1ccc2nc(-n3nc(C)cc3NC(=O)COc3ccccc3OC)sc2c1,-1
O=C(NCCOc1ccc2nnc(-c3ccccc3)n2n1)c1cc2ccccc2oc1=O,-2
Cc1ccc(S(=O)(=O)N2CCCC(c3nnc(CC(C)(C)C)o3)C2)cc1C (stereo not drawn),-6
Cc1cnc(-n2nnc(C(=O)Nc3ccccc3)c2C)s1,-2
COc1ccc(S(=O)(=O)N2CCC(Cc3ccccc3)CC2)cc1[N+](=O)[O-],-8
O=C1C=CC(=Nc2cc(Cl)c(O)c(Cl)c2)C=C1,-1
Cc1cccc(N2CCN(C(=O)CN(C)c3nc4c(F)cccc4s3)CC2)c1,9
CC(C)c1ccc(Cc2cnc(NC(=O)C3=NCCN3)s2)cc1,-7
O=C(CCS(=O)(=O)c1ccc(Cl)cc1)Nc1ccc2scnc2c1,-14
N#C/C(=C\c1ccc(OC(=O)c2cc3c(ccc4ccccc43)oc2=O)cc1)c1nc2ccccc2s1,-24
Cc1ccc(C(=O)Nc2nnc(SCC(=O)NCc3ccco3)s2)cc1[N+](=O)[O-],-1
COc1cc(C=NOCC(=O)Nc2cc(C)on2)ccc1OCc1ccccc1,-4
Cc1c(C)c(C)c(S(=O)(=O)Nc2ccc3c(c2)C(=O)NCCO3)c(C)c1C,-2
O=C(CC12CC3CC(CC(C3)C1)C2)Nc1nnc(-c2ccc(F)cc2)s1,-4
Cc1ccc(N2CCN(S(=O)(=O)c3ccc(C4CCCCC4)cc3)CC2)c(C)c1,-4
O=C(Nc1nc2cc3c(cc2s1)OCCO3)c1ccc(Br)s1,-6
C=CCN(CC=C)S(=O)(=O)c1ccc(C(=O)Nc2nc3c(C)cccc3s2)cc1,1
Cc1ccc(-c2ccc(N3CCC[C@H](C(=O)NCCC4=CCCCC4)C3)nn2)cc1C,-7
C=CCN(CC=C)S(=O)(=O)c1ccc2nc(NC(=O)Cc3cccs3)sc2c1,4
O=C(Nc1ccc([N+](=O)[O-])cc1Br)C12CC3CC(CC(C3)C1)C2,-8
COc1cc(C(=O)NCc2ccccn2)on1,-8
COc1ccc(N2CCN(c3ncnc4c3cnn4CCNC(=O)c3ccco3)CC2)cc1,-9
O=C(Cn1nc(-c2cccs2)n(C2CC2)c1=O)N1CCC(Cc2ccccc2)CC1,-3
O=C(NCCN1CCN(c2ccccc2F)CC1)c1ccco1,0
COc1ccc(C=NOCC(=O)NC(c2ccccc2)c2ccccc2)c(OC)c1,-5
Cc1nc2n(c(=O)c1C)[C@@H](CC(=O)NCCn1nc(C3CC3)n(-c3ccccc3)c1=O)CS2,-7
Cc1ccc(N2CCN(N=Cc3cccnc3)CC2)cc1,0
COc1ccc(OC)c(S(=O)(=O)Nc2ccc3c(c2)N(C(C)=O)CC3)c1,-4
Cn1cccc(C(=O)Nc2ccc3c(c2)N(C(=O)C(C)(C)C)CC3)c1=O,0
Cc1cn2nnc(C(=O)N3CCN(c4cc(Cl)ccc4C)CC3)c2c(=O)[nH]1,6
COc1ccc(S(=O)(=O)Cc2nc(-c3ccccc3C)no2)cc1,-7

# A few values from the list:
# COc1cc(C=NOCC(=O)Nc2cc(C)on2)ccc1OCc1ccccc1 @ SSB-PriA inh = -4
# O=C1C=CC(=Nc2cc(Cl)c(O)c(Cl)c2)C=C1 @ SSB-PriA inh = -1
# Cc1ccc(S(=O)(=O)N2CCCC(c3nnc(CC(C)(C)C)o3)C2)cc1C (stereo not drawn) @ SSB-PriA inh = -6
# O=C(Nc1nc2cc3c(cc2s1)OCCO3)c1ccc(Br)s1 @ SSB-PriA inh = -6

# Next part
molecule,SSB-PriA inh
CCn1nnc2c(N3CC(C(=O)NCCc4ccc(S(N)(=O)=O)cc4)C3)ncnc21,2
O=C(Nc1ccccc1)c1nnn(-c2ccccc2)c1-c1ccccc1,-14
CCCCN(C1CCS(=O)(=O)C1)S(=O)(=O)c1ccc(Cl)c(Cl)c1 (stereo not drawn),4
CC1CN(C(=O)NC2(C(Cl)(Cl)Cl)Oc3ccc(C(C)(C)C)cc3O2)CC(C)O1 (stereo not drawn),12
C/C(C=Nn1c(COc2ccccc2)n[nH]c1=S)=C\c1ccco1,-15
Cc1csc(-c2coc3c(C)c(O)c(CN4CCN(CCO)CC4)cc3c2=O)n1,-13
CCOC(=O)c1ccc(Nc2nn3c(=O)c4ccc(F)cc4nc3s2)cc1,-3
O=C1c2ccccc2C(=O)c2cc(S(=O)(=O)N3CCN(Cc4ccccc4)CC3)ccc21,-8
Nc1cccc(OCCO)c1,-5
CCOC(=O)c1c(NC(=O)COc2cccc3c2CCN(Cc2ccccc2F)C3=O)sc2c1CCC2,0
Cn1cnc(S(=O)(=O)NCC2CCN(c3nccnc3C#N)CC2)c1,-8
Cc1ccc(-c2ccc(=O)n(CCCNC(=O)Cc3ccccc3Cl)n2)cc1,-1
COc1ccc(C(N)=NOC(=O)Cc2ccccc2[N+](=O)[O-])cc1,-2
O=C(Nc1ccccc1-c1cn2ccccc2n1)c1cc2ccccc2s1,-15
O=C(Cn1cncn1)N1CCN(c2ccc(-n3cncn3)nn2)CC1,1
COc1ccc2c(c1)cc(C(=O)NN=Cc1c(O)c(C(=O)O)cc3ccccc13)n2C,4
Cc1nn2c(=O)[nH]c(SCC(=O)Nc3ccc4c(c3)OCO4)nc2c1-c1ccccc1,3
O=C(c1ccc(Cl)s1)N1CC(S(=O)(=O)Cc2ccco2)C1,-7
COC(=O)c1sc(S(=O)(=O)Nc2cccc(C(F)(F)F)c2)c(C(=O)OC)c1C,6
COc1ccc(C2(CNC(=O)c3ccc(F)cc3Cl)CCCC2)cc1,-29
CN1CCN(c2nc3ccc(NS(=O)(=O)c4ccc(F)cc4)cc3s2)CC1,-3&11
CCOc1ccc2nc(NC(=O)Cc3csc(NC(=O)Nc4ccc(Cl)cc4)n3)sc2c1,-19
Cc1cc2nc(SCC(=O)c3ccc(Cl)cc3)c(=O)[nH]c2cc1C,-4
Cn1c(=O)c(/C=C/c2cccs2)nc2ccccc21,-2
O=C(O)CCC(=O)Nc1ccccc1Cl,-10
COc1cccc(N2CCN(C(=O)c3ccc4c(=O)nc5c(-c6cccc(F)c6)n[nH]n5c4c3)CC2)c1,-13
O=C(CSc1nnc2ccccn12)N1CCC(c2noc3ccc(F)cc23)CC1,-3
COc1ccc(F)cc1S(=O)(=O)N1CCN(Cc2nc(-c3ccccc3)cs2)CC1,-8&-3
COC(C)(CNS(=O)(=O)c1cc(Cl)ccc1C)c1ccccc1F (stereo not drawn),11
O=C(c1ccc2c(c1)OCO2)N1C2CCC1CC(S(=O)(=O)c1ccccc1)C2 (stereo not drawn),3

# 4 records picked at random from those above:
molecule,SSB-PriA inh
CC1CN(C(=O)NC2(C(Cl)(Cl)Cl)Oc3ccc(C(C)(C)C)cc3O2)CC(C)O1 (stereo not drawn),12
C/C(C=Nn1c(COc2ccccc2)n[nH]c1=S)=C\c1ccco1,-15
CCn1nnc2c(N3CC(C(=O)NCCc4ccc(S(N)(=O)=O)cc4)C3)ncnc21,2
O=C(Nc1ccccc1)c1nnn(-c2ccccc2)c1-c1ccccc1,-14

# Next part
molecule,SSB-PriA inh
COc1ccccc1N1CCN(CCNC(=O)COc2ccccc2C)CC1,3
CC(=NNC(=O)c1nnn(-c2nonc2N)c1COc1ccccc1)c1ccccc1Cl,1
CCn1c(C)csc1=NC(=S)Nc1ccccc1C,17
Cc1ccc(SCC(=O)Nc2sc(C)c(C)c2C#N)cc1,-11
COC(=O)C1CC(=O)N(C(C)C)C1 (stereo not drawn),-13
COc1ccc(OC)c(S(=O)(=O)Oc2cccc3ccc(C)nc23)c1,10
O=C(c1ccc(-c2ccsc2)cc1)N1CC(N2C(=O)CCC2=O)C1,-16
CC(C)CS(=O)(=O)C1CN(C(=O)c2ccc(Cl)s2)C1,2
COc1ccc(CC(=O)N2CCSC(c3ccccc3C)CC2)cc1OC (stereo not drawn),15
N#Cc1cccc(C(=O)N(Cc2ccsc2)CC(F)(F)F)c1,-13
COc1ccccc1CC(=O)NCc1sc(-c2ccccc2F)nc1C,6
C[C@](O)(CNC(=O)CCc1ccccc1Br)c1cccs1,-2
CC(=O)N(Cc1cccnc1)c1nc2ccc(Br)cc2s1,-25
Cc1noc(CNC(=O)C2CCN(C(=O)c3cnccn3)CC2)n1,-14
Cc1nc2oc(-c3ccccc3)nc2cc1NC(=O)Nc1ccc(F)cc1,-10
CN1CCN(c2c(C=NO)c3ccccc3n2C)CC1,14
CC(C)CS(=O)(=O)C1CN(S(=O)(=O)c2ccc(Br)s2)C1,-4
O=C(Nc1onc2c1CCCC2)c1ccc2ncsc2c1,2
COc1ccc(NC(=O)CN2C(=O)N(C)C3(CCCCC3)C2=O)c(OC)c1,-15
C/C(C=NN1CCN(c2ccccc2)CC1)=C/c1ccco1,-7
Cn1nc(CNS(=O)(=O)c2ccc3c(c2)CCCC3)cc1-c1ccccn1,22
CC(=NNS(=O)(=O)c1ccc(Cl)cc1)c1cccc(O)c1,-4
O=C(Nc1cnoc1)C1COc2ccccc2O1 (stereo not drawn),12
CCCC(=O)Nc1ccc(S(=O)(=O)NCCn2nc(-n3cncn3)ccc2=O)cc1,-6
O=C(Cn1cnc(-c2ccc(F)cc2)cc1=O)N1CCc2ccccc2C1,-10
CC1CCN(C(=O)CSc2nnc(Cn3c(=O)sc4ccccc43)n2-c2ccccc2)CC1,-1
COc1cccc(C(=O)Nc2cccc(-c3ccc4nnc(C)n4n3)c2)c1,-3
Cc1[nH]c2ccccc2c1C(Nc1ccccc1F)c1ccccn1 (stereo not drawn),18
O=C(O)c1ccc(CN2C(=O)CSC2=O)cc1,-5
CCOC(=O)/C(C#N)=C\c1cn(CCC#N)nc1-c1ccc(-c2ccccc2)cc1,-12
CCn1c(=NC(=O)CCOc2ccccc2)sc2c(OC)ccc(OC)c21,-9
O=C(Nc1ccc(S(=O)(=O)Nc2ncccn2)cc1)C1COCC(=O)N1Cc1ccccc1 (stereo not drawn),1
COc1cccc(CNC(=O)Cn2cnc3c(sc4nc(C)cc(C)c43)c2=O)c1,1
COc1ccc(-c2nc(CSc3nc(-c4ccncc4)cc(=O)[nH]3)c(C)o2)cc1,2
Cc1ccc(C2=NN(c3ccc(S(N)(=O)=O)cc3)C(c3ccc(F)cc3)C2)o1 (stereo not drawn),-21
NC(=Nc1nc(CSc2nc3ccccc3s2)cc(=O)[nH]1)Nc1ccc(F)cc1,1
Cc1oc(-c2cccc(Cl)c2)nc1CSc1n[nH]c(=O)c2cc(-c3ccco3)nn12,-8
COC(=O)N1CCc2ccc(Br)cc2[C@@H]1C(=O)Nc1ccccn1,2
COCCN(Cc1ccoc1)C(=O)c1ccc2c(c1)OCO2,-2
